ARFGAP1 inh: inhibits rat ARF GTPase activating protein 1. Q62848. Arfgap1-stimulated ARF1 GTP hydrolysis, GDP FP detection. inhibition, % at 16.5 µM. hit rate 0.26% among 360,000. AID 651572;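 active = inhibition above a per-plate limit, mean inhibition of low control wells plus 3 SD, cut at about 25% in these data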;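 note: 0% = DMSO wells with enzyme and 100% = wells lacking Arfgap1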
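System: truncated rat Arfgap1 GAP domain / Medium: HEPES-based buffer, pH 7.5 / Also added: N-terminally truncated human ARF1-GTP substrate / Incubation: enzyme reaction 120 min at 25 °C after 20 min preincubation / Measured by: FP of antibody-bound GDP Alexa 633 tracer, ex 620/em 688 nm / Replicates: singlicate, each compound tested once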
TDP2 absorb: TDP2 (human) inhibition, absorbance primary screen; recombinant TDP2, T5PNP hydrolysis, p-nitrophenol absorbance 415 nm; O95551; inhibition, % at 12.8 µM; AID 720702; hit rate 0.34% among 370,000;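 active = inhibition above the mean of all tested compounds plus 3 SD, set per campaign, cut at about 25% in these data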;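 note: 0% = DMSO with enzyme and 100% = buffer with substrate but no TDP2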
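Assay system: Recombinant human TDP2 | Quantity: 120 nM TDP2 per well | Incubation: 2 h at 37 °C | Signal: Epi absorbance | Evaluation: Percent inhibition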
ADAM17 inh: inhibitors of human ADAM17. P78536. recombinant ADAM17, EDANS/DABCYL FRET peptide cleavage. inhibition, % at 6.95 µM. hit rate 0.83% among 370,000;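 active = inhibition above the mean of compounds lying between control limits plus 3 SD, set per campaign, cut at about 8.5% in these data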;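 note: 0% = DMSO-only wells as the low control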
Target sequence (P78536 215-824 limits assumed): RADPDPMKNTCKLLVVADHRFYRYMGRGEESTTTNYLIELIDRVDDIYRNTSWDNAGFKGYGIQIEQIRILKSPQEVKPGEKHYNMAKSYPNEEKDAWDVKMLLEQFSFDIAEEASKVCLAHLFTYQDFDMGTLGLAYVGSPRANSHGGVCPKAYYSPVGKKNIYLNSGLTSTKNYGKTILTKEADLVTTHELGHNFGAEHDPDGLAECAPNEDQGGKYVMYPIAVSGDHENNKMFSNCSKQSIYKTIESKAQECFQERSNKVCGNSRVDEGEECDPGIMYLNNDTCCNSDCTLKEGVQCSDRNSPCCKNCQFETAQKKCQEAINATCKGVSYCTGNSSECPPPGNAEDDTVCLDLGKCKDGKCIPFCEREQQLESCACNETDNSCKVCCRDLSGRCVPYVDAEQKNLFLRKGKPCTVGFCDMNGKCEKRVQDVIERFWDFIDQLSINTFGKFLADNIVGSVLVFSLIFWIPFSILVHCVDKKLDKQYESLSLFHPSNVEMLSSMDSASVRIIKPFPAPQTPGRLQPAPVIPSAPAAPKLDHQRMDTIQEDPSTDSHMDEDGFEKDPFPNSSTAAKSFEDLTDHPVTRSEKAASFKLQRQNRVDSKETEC
LEDGF integ inh: blocks HIV-1 LEDGF/p75-dependent DNA integration | TR-FRET IN-LEDGF/p75 DNA integration, Eu/Cy5 | inhibition, % at 3.7 µM | hit rate 0.64% among 370,000;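 active = inhibition above the screen-wide mean plus 3 SD, cut at about 13% in these data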;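 note: signal is the Cy5 over europium emission ratio at 671 and 618 nm; 0% = plate median of compound wells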
ASAP1 inh: blocks human ASAP1-stimulated Arf1 GTP hydrolysis | Q9ULH1 | GDP FP detection | inhibition, % at 16.5 µM | hit rate 0.19% among 360,000; in the data active = inhibition above about 25%;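 note: 0% = vehicle with enzyme and substrate and 100% = no enzyme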
KLK7 zymogen act: activates the human kallikrein-7 zymogen; hit rate 0.9% among 370,000; AID 652039; activation, % at 7 µM; purified proKLK7, EDANS-DABCYL substrate fluorescence; 100% is mature enzyme control, 0% vehicle; P49862;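 active = activation above the mean of all tested compounds plus 3 SD, computed per campaign excluding outliers beyond control limits, cut at about 13% in these data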
ADAM10 inh: inhibits human ADAM10; inhibition, % at 7 µM; O14672; hit rate 0.62% among 370,000; recombinant ADAM10, EDANS/DABCYL FRET peptide cleavage, 3 h;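 active = inhibition above a per-campaign cutoff equal to the mean of compounds falling between control-based bounds plus 3 SD, cut at about 20% in these data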;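 note: 0% = DMSO wells while the 100% control is not disclosed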
DDE Tn6 FP inh: disrupts Tn6 cyclic peptide binding to fibrin D-Dimer-E complex | Fibrin DD(E) TRITC-Tn6 fluorescence polarization displacement | inhibition, % at 8.3 µM | hit rate 0.21% among 370,000;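 active = inhibition above a per-campaign cutoff: mean of compounds within control limits plus 3 SD, cut at about 15% in these data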;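 note: 0% = median of all compound wells on the plate and 100% = blocking peptide control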
Target sequence (P02675 whole entry, looked up): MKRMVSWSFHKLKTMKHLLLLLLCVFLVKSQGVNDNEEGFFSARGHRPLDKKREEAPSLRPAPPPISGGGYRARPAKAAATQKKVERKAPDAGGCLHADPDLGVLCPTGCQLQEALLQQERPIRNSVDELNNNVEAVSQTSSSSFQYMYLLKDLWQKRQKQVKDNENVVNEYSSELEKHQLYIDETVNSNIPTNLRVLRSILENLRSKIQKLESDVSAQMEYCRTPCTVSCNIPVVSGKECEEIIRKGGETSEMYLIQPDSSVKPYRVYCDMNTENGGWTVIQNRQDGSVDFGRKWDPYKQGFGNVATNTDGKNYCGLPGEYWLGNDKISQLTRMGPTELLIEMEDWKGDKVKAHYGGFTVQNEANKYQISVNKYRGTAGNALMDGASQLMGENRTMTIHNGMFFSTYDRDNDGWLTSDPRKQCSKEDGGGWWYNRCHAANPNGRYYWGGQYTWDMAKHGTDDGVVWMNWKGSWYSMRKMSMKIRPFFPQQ
PLC-gamma1 inh: PLC-gamma1 (human) inhibition, primary screen | hit rate 0.84% among 370,000 | AID 720700 | purified PLC-gamma1, fluorogenic substrate, fluorescence | inhibition, % at 12.2 µM; in the data active = inhibition above about 9.5%
DDE Tn7 FP inh: inhibitors of Tn7 peptide binding to human fibrin DD(E) | FP displacement of FITC-Tn7 peptide from fibrin DD(E); 0% = median of compound wells per plate | P02675 | inhibition, % at 8.3 µM | hit rate 0.13% among 370,000;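 active = inhibition above the mean of compounds falling within the control limits plus 3 SD of them, cut at about 14% in these data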;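 note: 0% = plate median of compound wells and 100% = 10 µM Aha-Tn7 peptide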
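Test system – human fibrin DD(E) · Times – 10 min preincubation, 3 h with tracer, room temperature · Detection – fluorescence polarization of the labelled Tn7 tracer · Measure – percent inhibition normalized to high-control wells · Benchmarks – high control wells with 10 µM unlabelled Aha-Tn7 peptide (full inhibition) · Repeats – singlicate testing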
Active calls of the source: *; i = inactive; / = no result given.

structure,ARFGAP1 inh,TDP2 absorb,ADAM17 inh,LEDGF integ inh,ASAP1 inh,KLK7 zymogen act,ADAM10 inh,DDE Tn6 FP inh,PLC-gamma1 inh,DDE Tn7 FP inh
Cc1cc(-c2n[nH]c(=S)n2/N=C/c2ccc(Br)s2)n[nH]1,-2,7,-1,-2,-11,0.2,-3,5,1,2
N#C/C(=N\Nc1ccccc1)C(=N)N1CCCCC1,17,-24,3,-1,-1,0.2,10,3,9,-1
Cc1cc(/C=C2\SC(=S)NC2=O)cc(C)c1O,3,-10,2,2,-13,0.1,10,-8,-14,-9
CCOC(=O)c1cccc(NC(=O)CCNS(=O)(=O)c2cccc3nonc23)c1,12,-6,-5,-2,1,-0.2,9,-4,2,2
COc1ccc(-c2c(C)nc3c(-c4ccccn4)cnn3c2N)cc1,0,-7,-195,-5,10,2.6,i,0,i,7
CCN(CC(=O)Nc1ccc(NC(C)=O)cc1)CC(=O)Nc1ccccc1C(=O)c1ccccc1,3,-8,2,8,7,0.6,11,3,4,-6
COc1cc(-c2noc(C)c2C#CC2(O)CCCCC2)cc(OC)c1OC,-4,-3,1,0,0,0.4,0,0,1,-9
O=C(NN1C(=O)/C(=C/C=C/c2ccccc2)SC1=S)c1ccncc1,5,-13,2,1,3,-0.4,3,-4,-14,-2
O=C(CCn1c(=O)c2ccccc2n(CC(=O)NC2CCCC2)c1=O)NCc1ccco1,14,8,-3,-2,7,0.0,-7,-3,0,-6
CN(C(=O)COC(=O)c1ccc(S(=O)(=O)N2CCCC2)cc1)c1ccccc1,-8,0,-8,-1,-17,-0.6,-5,1,-72,4
Cc1nnc(SCC(=O)Nc2nc(-c3ccccc3)cs2)n1N,-3,5,-4,-2,-1,-0.6,-2,5,-7,5
COc1ccc(CCNC(=O)c2ccc(CS(=O)(=O)Cc3cccc(C)c3)o2)cc1OC,-5,-13,-3,-6,2,-0.4,-6,1,0,3
CCC(CC)C(=O)N(C)c1c(C)nc2c(OCCOc3ccc(F)cc3)cccn12,-4,-12,-1,2,-3,0.3,-5,7,2,0
O=S(=O)(Nc1cccc2ncccc12)c1cccc(C(F)(F)F)c1,0,1,-2,1,-11,0.4,-5,0,-18,-6
O=C(O)CSc1nnc(-c2ccc3c(c2)OCO3)n1-c1ccccc1,9,-6,-1,5,-6,1.0,7,-6,0,-3

Five compounds from above with just KLK7 zymogen act.
Molecule | KLK7 zymogen act
O=S(=O)(Nc1cccc2ncccc12)c1cccc(C(F)(F)F)c1 | 0.4
CCOC(=O)c1cccc(NC(=O)CCNS(=O)(=O)c2cccc3nonc23)c1 | -0.2
Cc1nnc(SCC(=O)Nc2nc(-c3ccccc3)cs2)n1N | -0.6
N#C/C(=N\Nc1ccccc1)C(=N)N1CCCCC1 | 0.2
COc1cc(-c2noc(C)c2C#CC2(O)CCCCC2)cc(OC)c1OC | 0.4

New compounds follow
structure,ARFGAP1 inh,TDP2 absorb,ADAM17 inh,LEDGF integ inh,ASAP1 inh,KLK7 zymogen act,ADAM10 inh,DDE Tn6 FP inh,PLC-gamma1 inh,DDE Tn7 FP inh
CCc1nc2ccc(C(=O)Nc3cc(-c4ccccc4)ccc3OC)cn2c1N(C)Cc1nccs1,3,-8,11*,-3,10,-2.5,27*,-11,-20,3
COc1ccc(N2CC(C(=O)N[C@H](C(=O)NC3CCCC3)C(C)C)CC2=O)cc1 (some centres not stated),11,-1,-6,1,-1,-0.5,-5,-6,2,1
O=[N+]([O-])c1ccc(S(=O)(=O)N2CCN=C2SCc2cccnc2)cc1,-1,6,1,2,-10,0.8,0,-1,0,-2
CC(=O)Nc1ccc(NS(=O)(=O)c2ccc3c(c2)n(C)c(=O)n3C)cc1,-1,10,-3,-1,0,0.8,1,3,-1,9
Cc1ccc2nc(Cl)nc(-c3ccccc3)c2c1,3,16,-53,-2,2,5.9,-141,3,-111,-1
Cn1nc(-c2ccccc2)cc1NC(=O)c1cccs1,11,1,-4,-3,9,-0.4,2,4,1,9
O=C(CCn1cnc2ccccc2c1=O)Nc1ccc(S(=O)(=O)N2CCCC2)cc1,-9,3,0,0,-12,0.9,2,0,2,6
CC1CCc2nc(N)c(C#N)c(-c3ccncc3)c2C1 (configuration not stated),16,1,-15,-1,3,0.0,-79,0,-40,-11
Cc1cccc(Cn2ccc(-c3ccc(Cl)cc3)c(C#N)c2=O)c1,8,9,-6,0,1,-0.1,-4,7,-4,-2
CCN(CC)C(=O)[C@H]1C[C@H](CC(=O)NC/C=C(\C)CCC=C(C)C)C(=O)N2CCc3c([nH]c4cc(-c5ccco5)ccc34)[C@]12C,3,1,-81,5,4,19*,-213,6,-233,10
O=C1NCCCc2c1no[n+]2[O-],7,5,0,5,4,0.6,-1,-2,7,2
COc1ccc(OC)c(NC(=O)NNC(=O)COc2ccc(-c3ccccc3)cc2)c1,24,7,1,0,18,0.4,-1,-10,-3,-3
COc1cc([N+](=O)[O-])c2nccnc2c1,-2,11,0,-1,0,0.5,2,-1,2,2
Cc1onc(-c2c(Cl)cccc2Cl)c1C(O)c1ccccc1 (configuration not stated),-5,8,0,-3,-7,0.6,-1,3,2,-3
Cc1onc(-c2ccccc2Cl)c1C(=O)O/N=C(\N)c1ccccc1,12,-9,1,-1,8,-0.2,4,-2,-1,3
O=C1C(=O)N(CCCN2CCOCC2)C(c2ccc(F)cc2)/C1=C(\O)c1ccc2c(c1)OCCO2 (configuration not stated),-6,5,-3,-1,-6,-0.1,-9,-4,-4,4
O=C(Cn1c(=O)sc2ccccc21)Nc1ccccc1,-8,1,-2,1,-12,0.1,-3,-1,0,0
O=C(Oc1ccc(C(=S)N2CCOCC2)cc1)c1ccccc1,15,-8,1,4,-1,0.4,3,-2,-2,1
c1ccc2oc(-c3nn4c(Cn5cnc6ccccc65)nnc4s3)cc2c1,11,2,-9,0,0,0.0,-18,3,-9,5
Cc1nc(-c2ccc(NS(C)(=O)=O)cc2)cs1,0,0,0,1,-3,-0.4,-2,-5,3,3
O=C(NCC(c1ccco1)N1CCOCC1)c1ccc(F)c(F)c1 (configuration not stated),-1,20,-2,2,0,-0.3,3,-2,4,2
Cc1cc(C)c(NC(=O)COC(=O)CSc2ccc(Br)cc2C)c(C)c1,10,-6,3,0,12,-0.2,-8,-8,2,-13
CC(=O)NC(CCCCNC(=S)NC1CCCCC1)C(=O)O (configuration not stated),5,-9,0,-4,-16,0.2,6,2,3,1
CC(OC(=O)c1ccc2c(c1)C(=O)N(Cc1ccncc1)C2=O)C(=O)Nc1cccc(Cl)c1Cl (configuration not stated),5,0,0,-1,15,0.2,-2,-1,3,-4
Cc1ccc(C)n1-n1c(C)nc2sc(-c3ccccc3)cc2c1=O,15,-11,2,2,2,0.1,2,0,-2,-5
S=c1[nH]nc(-c2cccnc2)n1-c1ccc2c(c1)OCCO2,6,-11,1,-6,-6,-0.4,2,5,1,-1
O=C(C1=C(O)C(=O)N(CC2CCCO2)C1c1ccc(Cl)cc1)c1ccco1 (configuration not stated),-5,-2,-1,2,-10,-0.3,-1,2,-7,5
COC(CNC(=O)[C@H](Cc1ccccc1)NC(C)(C)C(=O)NC1CCCCC1)OC,/,6,-3,-4,/,/,-6,-6,-2,-1
Cc1oc(-c2cccc(Cl)c2)nc1CN1CCC(C(=O)NC2CC2)CC1,7,-7,0,-2,0,0.2,-4,8,0,11
CC(=O)Nc1ccc(C(=O)CSc2nnc(-c3ccc(O)cc3)n2CC2CCCO2)cc1 (configuration not stated),3,8,-3,2,-12,-0.3,-6,-2,1,6

Another view of some results above.
> O=C(NN1C(=O)/C(=C/C=C/c2ccccc2)SC1=S)c1ccncc1
  ARFGAP1 inh = 5	TDP2 absorb = -13	ADAM17 inh = 2	LEDGF integ inh = 1	ASAP1 inh = 3	KLK7 zymogen act = -0.4	ADAM10 inh = 3	DDE Tn6 FP inh = -4	PLC-gamma1 inh = -14	DDE Tn7 FP inh = -2
> O=C(CCn1c(=O)c2ccccc2n(CC(=O)NC2CCCC2)c1=O)NCc1ccco1
  ARFGAP1 inh = 14	TDP2 absorb = 8	ADAM17 inh = -3	LEDGF integ inh = -2	ASAP1 inh = 7	KLK7 zymogen act = 0.0	ADAM10 inh = -7	DDE Tn6 FP inh = -3	PLC-gamma1 inh = 0	DDE Tn7 FP inh = -6

New compounds follow
structure,ARFGAP1 inh,TDP2 absorb,ADAM17 inh,LEDGF integ inh,ASAP1 inh,KLK7 zymogen act,ADAM10 inh,DDE Tn6 FP inh,PLC-gamma1 inh,DDE Tn7 FP inh
CC(=O)Nc1ccc(/C=C(\C#N)C(=O)NC2CCCCC2C)cc1 (configuration not stated),15,6,0,0,5,-0.1,-8,-11,0,-1
Cc1ccc(NCCC(=O)c2cccc([N+](=O)[O-])c2)cc1,4,-1,0,0,10,-0.5,0,4,5,-3
CCOC(=O)c1nn(-c2ccc(C)cc2)c(=O)cc1OCC(=O)Nc1ccc(OC)cc1,-5,-9,-2,-4,2,0.2,5,0,-3,0
CCOC(=O)C1=C(C)NC2=C(C(=O)CCC2)C1c1ccc(N(C)C)cc1 (configuration not stated),-2,-7,-16,2,4,0.1,-50,0,-66,0
COc1ccc(NC(=O)CN(C)C(=O)/C=C/c2cn(-c3ccccc3)nc2-c2ccc(C)cc2)cc1,8,-16,13*,5,15,-1.5,5,-9,-3,4
COC(=O)c1cc(-c2cccs2)[nH]n1,2,-6,-2,-2,-11,0.4,-2,9,-1,5
CCCC1(c2ccccc2)NC(=O)N(CC(=O)NCc2ccc(OC)cc2)C1=O (configuration not stated),-8,-9,-4,0,-3,0.1,4,-5,2,0
COc1ccc(-c2nn(-c3ccccc3)cc2C(=O)N2CCN(S(=O)(=O)c3ccccc3[N+](=O)[O-])CC2)cc1,2,5,-1,0,6,0.7,-11,4,0,-5
O=C(N/N=C/C1C(c2ccccc2)C1(Cl)Cl)c1cccc(Cl)c1 (configuration not stated),5,-1,2,0,7,-0.9,5,0,-1,-5
C=CCNC(=S)Nc1sc2c(c1C(=O)OCC)CC(C)(CC)OC2 (configuration not stated),8,1,-2,-1,-5,-0.2,-3,-1,0,2
Clc1ccc(-c2nc3c4ccccc4ccn3c2CC2CCCCC2)cc1,11,-13,-1,2,2,-0.6,-7,-3,-2,-1
COc1ccc(C=NNc2ccc([N+](=O)[O-])cn2)cc1,4,-3,4,3,-16,-0.3,6,-4,1,8
NC(=O)C1CCN(Cc2nc3cc(C(F)(F)F)ccc3c(=O)[nH]2)CC1,4,7,-3,-1,-6,0.3,5,-3,0,0
CC1CCCCN1CCn1cnc2c([nH]c3ccccc32)c1=O (configuration not stated),4,8,-16,1,-14,1.9,-71,-7,-9,13
CCSc1nnc(-c2cccnc2)n1-c1ccc(Cl)c(C)c1,7,-9,4,1,1,-0.5,9,5,2,-2
Cc1ccc(OCC(=O)NNC(=O)c2ccco2)c(C)c1,-1,-3,0,0,-11,-0.1,1,0,2,3

Compound activity deposited in PubChem BioAssay by The Scripps Research Institute Molecular Screening Center.
